Source: PubChem BioAssay
EP2 antag – inhibitors of human EP2 prostaglandin E2 receptor; C6 glioma cells expressing human EP2, cAMP TR-FRET; cells stimulated with saturating PGE2; P43116; inhibition, % at 25 µM; 260,000 compounds, 0.52% hits;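 active means percent inhibition above 40 after rounding to a whole number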;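 further: rat C6 glioma host cells with rolipram phosphodiesterase inhibitor present; the protocol text gives 20 µM as final concentration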
Tb hexokinase – blocks Trypanosoma brucei hexokinase 1 activity. recombinant TbHK1, G6PDH-coupled NADH A340. inhibition, % at 10 µM. AID 1430. 220,000 compounds, 0.11% hits;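 active means inhibition of 50% or more in the single-dose primary screen; inactive means inhibition below 50%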
14-3-3 Bad inh – disrupts binding of bovine 14-3-3 zeta to phospho-Bad peptide; TR-FRET 14-3-3zeta/Dy647-pBad peptide displacement, 1 h; inhibition, % at 21.7 µM; 220,000 compounds, 0.71% hits; P63103;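 active means inhibition above about 70%, limit read from the data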;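 further: 0% = full 14-3-3 plus peptide FRET controls and 100% = background without 14-3-3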
L929 necroptosis – L929 zVAD cell death inhibition | viability rescue, % at 10 µM | 220,000 compounds, 0.38% hits | L929 zVAD necroptosis rescue, ATP luminescence, 24 h; with zVAD 60 µM;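 active means activation, scaled between plate controls, above about 75%, limit read from the data; inactive means activation under that limit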;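 further: 0% = zVAD with DMSO and 100% = DMSO alone without zVAD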
EP2 mod – modulates human prostaglandin E2 receptor EP2 signaling; P43116; EP2-expressing cells, cAMP HTRF FRET, PGE2 co-stimulation; induction, % at 25 µM; 260,000 compounds, 0.83% hits;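 active means compounds whose cAMP rise, as percent of the full-agonist control response, exceeds 60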;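 further: rat C6 glioma line stably carrying human EP2 under a CMV promoter; the protocol text gives 20 µM as final concentration; 100% = response of wells given 1 µM PGE2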
Rad51 HR inh – Rad51 (human) homologous recombination inhibition | AID 1385 | Q06609 | inhibition, % at 10 µM | hRad51 DNA strand exchange, fluorescence dequenching | 200,000 compounds, 0.085% hits;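 active means inhibition above 40% at the single screening dose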;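 further: 0% = DMSO control wells and 100% = blanks with heterologous ssDNA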
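material = hRad51 filaments on single-stranded DNA | timing = filaments 15 min 37 °C, then compound 30 min | signal = FRET fluorescence dequenching, excitation 485 nm, emission 520 nm | benchmarks = control wells and blank wells on each plate | evaluation = percent inhibition relative to plate controls and blanks | compound = 10 µM final, single point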
Calpain2 inh – inhibitors of pig calpain II. 220,000 compounds, 0.37% hits. purified calpain II, fluorogenic peptide substrate, 30 min. AID 1236. inhibition, % at 16 µM;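 active means inhibition above about 50%, limit read from the data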
eIF4E 4G PPI – inhibitors of eIF4E and eIF4G interaction in translation initiation | P63073+Q04637 | TR-FRET eIF4E-eIF4GI(517-606) binding, 2 h | inhibition, % at 21.7 µM | 220,000 compounds, 0.37% hits | AID 782;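 active means inhibition above about 30%, limit read from the data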;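 further: 0% = full FRET control wells and 100% = background wells lacking eIF4GI fragment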
Target sequence (P63073 whole entry, looked up, the tested form may be a part): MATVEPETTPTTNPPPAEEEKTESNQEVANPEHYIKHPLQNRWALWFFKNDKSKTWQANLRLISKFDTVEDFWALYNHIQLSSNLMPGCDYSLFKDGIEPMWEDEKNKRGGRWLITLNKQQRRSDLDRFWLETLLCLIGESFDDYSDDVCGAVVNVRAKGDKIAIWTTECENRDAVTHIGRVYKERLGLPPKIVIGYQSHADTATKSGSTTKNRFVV
Target sequence (Q04637 whole entry, looked up, the tested form may be a part): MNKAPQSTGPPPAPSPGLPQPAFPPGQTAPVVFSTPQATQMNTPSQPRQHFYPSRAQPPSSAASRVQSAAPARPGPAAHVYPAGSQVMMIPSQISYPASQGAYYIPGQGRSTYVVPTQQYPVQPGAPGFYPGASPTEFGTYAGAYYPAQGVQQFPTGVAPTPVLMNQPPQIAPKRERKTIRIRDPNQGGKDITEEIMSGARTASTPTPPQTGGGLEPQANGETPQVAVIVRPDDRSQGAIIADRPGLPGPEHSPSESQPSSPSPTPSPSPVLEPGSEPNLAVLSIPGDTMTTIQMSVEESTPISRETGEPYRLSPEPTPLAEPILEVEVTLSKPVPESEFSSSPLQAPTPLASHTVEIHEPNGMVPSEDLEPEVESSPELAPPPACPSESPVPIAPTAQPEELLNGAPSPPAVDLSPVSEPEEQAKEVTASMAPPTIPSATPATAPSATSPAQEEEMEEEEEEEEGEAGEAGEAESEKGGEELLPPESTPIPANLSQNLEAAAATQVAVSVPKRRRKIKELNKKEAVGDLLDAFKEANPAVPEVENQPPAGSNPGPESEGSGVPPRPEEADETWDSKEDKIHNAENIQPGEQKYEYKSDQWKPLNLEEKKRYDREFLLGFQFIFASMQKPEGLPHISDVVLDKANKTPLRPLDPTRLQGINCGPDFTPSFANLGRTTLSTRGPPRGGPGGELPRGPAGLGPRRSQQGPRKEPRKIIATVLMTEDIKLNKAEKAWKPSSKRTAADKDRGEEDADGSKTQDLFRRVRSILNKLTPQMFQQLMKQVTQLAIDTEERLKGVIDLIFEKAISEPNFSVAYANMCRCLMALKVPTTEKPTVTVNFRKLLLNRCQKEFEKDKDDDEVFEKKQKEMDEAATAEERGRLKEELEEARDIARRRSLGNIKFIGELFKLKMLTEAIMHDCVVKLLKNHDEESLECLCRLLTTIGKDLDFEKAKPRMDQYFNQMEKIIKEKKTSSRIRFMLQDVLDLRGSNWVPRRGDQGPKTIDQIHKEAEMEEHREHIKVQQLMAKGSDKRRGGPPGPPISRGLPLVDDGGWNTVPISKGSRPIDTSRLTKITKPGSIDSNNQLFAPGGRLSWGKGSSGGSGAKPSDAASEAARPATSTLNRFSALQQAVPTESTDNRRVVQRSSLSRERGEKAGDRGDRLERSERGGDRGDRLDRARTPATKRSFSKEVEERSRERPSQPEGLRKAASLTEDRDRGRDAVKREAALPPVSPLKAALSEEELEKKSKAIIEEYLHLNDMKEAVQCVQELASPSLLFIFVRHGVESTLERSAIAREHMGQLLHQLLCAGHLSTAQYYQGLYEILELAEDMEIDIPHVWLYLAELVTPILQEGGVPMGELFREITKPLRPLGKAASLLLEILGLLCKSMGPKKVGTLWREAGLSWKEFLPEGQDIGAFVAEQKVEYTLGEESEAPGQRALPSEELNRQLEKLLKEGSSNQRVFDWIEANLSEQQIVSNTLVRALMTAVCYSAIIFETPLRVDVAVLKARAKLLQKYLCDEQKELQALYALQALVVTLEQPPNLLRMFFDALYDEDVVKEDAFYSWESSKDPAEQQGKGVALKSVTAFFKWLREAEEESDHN
Hck Nef HTS – blocks Nef-activated human Hck kinase; P08631; Recombinant Hck-YEEI plus Nef, Z-Lyte FRET kinase assay; inhibition, % at 20 µM; 220,000 compounds, 0.68% hits; AID 463187;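 active means Hck-Nef kinase inhibition above about 50%, limit read from the data; inactive means inhibition below that limit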;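 further: 0% = DMSO with Hck plus Nef and 100% = Hck alone without Nef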
* = called active by the depositor; . = no result given; & = joins results of further samples; [ ] = another dose, or the depositor's remark.

SMILES | EP2 antag | Tb hexokinase | 14-3-3 Bad inh | L929 necroptosis | EP2 mod | Rad51 HR inh | Calpain2 inh | eIF4E 4G PPI | Hck Nef HTS
COC(=O)CN1C(=O)Nc2ccc(Br)cc2C1c1ccccc1Cl (stereo not drawn) | 14 | 2 | -4 | 0.6 | 37 | 0 | -27 | 7 | -18
O=C(NCc1nnc(SC/C=C/c2ccccc2)o1)c1ccco1 | 15 | -11 | 1 | -0.5 | 12 | 8 | -27 | -1 | 2
Cc1ccc(S(=O)(=O)N2CCC(=O)N(C(COCc3cccc(C)c3)C(C)C)CC2)cc1 (stereo not drawn) | -3 | -2 | -4 | 3.5 | 30 | 0 | 0 | -1 | -3
CCOC(=O)Cn1cc(C(=O)C(C)(C)C)c2ccccc21 | 13&5 | -4 | -2 | 0.7 | -46&22 | 4 | 6 | 2 | 2
CCCCCn1c2nc3ccccc3nc2c2c(=O)n(CC(C)C)cnc21 | 11 | 2 | -1[fluorescence artefact?] | 0.1 | 23 | 7 | -54 | 0[fluorescence artefact?] | -5
Cc1onc(-c2ccccc2)c1C(=O)Nc1ccc2c(C)cc(=O)oc2c1 | 18 | -7 | 12[fluorescence artefact?] | 1.3 | 24 | . | -221 | -2[fluorescence artefact?] | 2
COc1ccc(NC(=O)CSc2nncn2C)cc1OC | 0 | 0 | -3 | 0.0 | 21 | -2 | -13 | 0 | 5
Cc1ccc(C(=O)n2nc(-n3cccc3)c3c(C)cc(C)nc32)cc1 | 10 | -1 | -5 | 2.2 | 15 | 0 | 11 | 4 | -7
Nc1cccc2nc3ccccc3cc12 | 12 | -13 | -2 | 25 | 6 | 11 | -357 | 4 | 76*
Cc1ccccc1NC(=O)Nc1ccccc1C(=O)NCc1ccccc1 | 18 | 9 | -17 | 0.1 | 18 | -4 | -14 | 7 | -1
OCCn1c(SC2CCCCC2)nc2ccccc21 | 7 | 3 | -9 | -0.5 | 14 | 2 | 1 | 4 | -3
CC[n+]1c(-c2ccc(C)cc2)csc1Nc1c(C)n(C)n(-c2ccccc2)c1=O | 12 | -10 | 12[fluorescence artefact?] | 1.1 | 36 | -8 | -5 | 8 | 1
COc1ccc(NC(=O)CCCc2c[nH]c3ccccc23)cc1OC | 9 | 4 | -16 | -0.2 | -59 | 11 | 21 | 6 | -39
O=C1NCCN1Cc1ccccc1F | 5 | -2 | -8 | 0.3 | 5 | 4 | 2 | 8 | 0
CC12CCC(C(=O)Nc3cccnc3)(CC1=O)C2(C)C (stereo not drawn) | 6 | 0 | -2 | 0.0 | 5 | -13 | -5 | 0 | -1
CN(C)/C=C(/C(=O)c1ccc(Cl)cc1)S(=O)(=O)c1ccccc1 | 7 | -6 | 8 | -0.3 | 10 | -10 | 8 | -3 | -1
COC(=O)c1cn(Cc2cccnc2)c(=O)c2ccccc12 | 3 | -2 | -12 | 2.8 | 22 | -3 | -7 | 1 | 0
Cc1cc(NC(=O)c2ccc([N+](=O)[O-])cc2)n(C)n1 | 6 | -9 | -1 | 1.3 | 27 | 10 | -22 | -1 | 11
CC(=O)OCC#CCSc1nc2ccccc2n1C | 6 | -8 | -4 | . | 25 | 14 | 15 | 1 | 6
CN(C)S(=O)(=O)c1ccc(NC(=O)c2ccc([N+](=O)[O-])cc2)cc1 | 3 | -12 | 2 | 0.3 | -5 | 9 | 10 | 1 | 13
Fc1ccc(C2CC(c3ccccc3)Nc3ncnn32)cc1 (stereo not drawn) | 4 | -2 | -2 | -0.8 | -25 | -4 | -12 | -1 | 0
CCOC(=O)c1c(NC(=O)CN2C(=O)NC3(CCC(C)CC3)C2=O)sc(C)c1-c1ccc(C)cc1 (stereo not drawn) | -1 | -4 | 0 | 5.2 | 15 | -3 | -5 | 5 | 2
COc1ccc(CCNC(=O)Cn2c(=O)cnc3ccccc32)cc1 | 0 | -7 | 4 | 0.1 | -3 | 2 | 1 | 1 | 2
CCOC(=O)c1c(CSc2nc(C)cc(C)c2C#N)n(C)c2cc(Br)c(OC(C)=O)cc12 | 14 | 9 | -24[fluorescence artefact?] | 15 | -9 | . | -54 | 5 | 1
CC(C(=O)N1CCOCCOCCOCCOCCOCC1)N1C(=O)c2ccccc2C1=O (stereo not drawn) | 5 | -3 | -10 | 1.7 | 14 | 8 | -13 | -5 | 27
Cc1ccc(NC(=S)N(CCCN2CCCC2)Cc2cccn2Cc2ccc(Cl)cc2)cc1 | 2 | 21 | -3 | 0.4 | -21 | . | 7 | -4 | 4
CC1CCN(S(=O)(=O)c2ccc3nc(-c4ccccn4)cc(C(=O)NCCN(C)Cc4ccccc4)c3c2)CC1 | 3 | -5 | 19 | 0.0 | 3 | 1 | 9 | 9 | 15
COc1cccc(CNC(=O)CCC2CCCN(Cc3cc4ccccc4o3)C2)c1 (stereo not drawn) | 8 | 4 | -5 | -0.2 | -37 | 6 | 11 | -3 | 20
O=C(CSC1CC(=O)N(c2ccc(C(=O)O)cc2)C1=O)Nc1ccc(Cl)cc1 (stereo not drawn) | 0 | -3 | -4 | 0.6 | 6 | 1 | -3 | -1 | 18
CCC(=O)Nc1nc2c(c(=O)[nH]1)CCCC2 | 5 | 3 | -3 | 2.9 | 17 | -1 | -8 | 4 | -16
O=C(Oc1ccc2c(c1)CCC2)N1CCOCC1 | 8 | 2 | 6[fluorescence artefact?] | -0.1 | 12 | -6 | -19 | -2[fluorescence artefact?] | 14
NS(=O)(=O)c1ccc(CCNC(=O)c2cc(-c3ccccn3)nc3ccc(Br)cc23)cc1 | 12 | 1 | -2 | -0.6 | 31 | 17 | -17 | 2 | 3
CN(C)c1ccc([C@@H]2[C@@H]([N+](=O)[O-])[C@H]3C=Cc4ccccc4N3[C@H]2C(=O)c2ccc(Cl)cc2)cc1 | 11 | -6 | 10[fluorescence artefact?] | -0.2 | -8 | -213 | -63 | 9 | 4
O=C(CN1CC(=O)Oc2ccccc21)OCC(=O)c1cccc(Br)c1 | 13 | 16 | -10 | 0.1 | -4 | -1 | -1 | 3 | -1
CC(=O)NC(CCS(C)(=O)=O)C(=O)Nc1c(C)cccc1C (stereo not drawn) | 12 | -6 | 10 | 1.0 | -11 | -2 | -25 | -4 | -5
COc1cc2c(cc1OC)C(C(=O)Nc1ccc3c(c1)OCCO3)C1c3ccccc3CCN1C2=O (stereo not drawn) | 14 | -13 | -5 | 0.9 | 13 | -9 | 9 | -2[fluorescence artefact?] | 3
O=C(CSc1nccn1-c1ccc(F)cc1)Nc1ccc2c(c1)OCO2 | 17 | 9 | 1 | -0.4 | 1 | 2 | 9 | -2 | 0
CC(C)(CO)Nc1nc(Nc2ccccc2)nc(Nc2ccccc2)n1 | 9 | 5 | 30[fluorescence artefact?] | 0.6 | -5 | 6 | -20 | 2 | -10
CC(=O)c1c(C)[nH]c(C(=O)OCc2ccc(F)cc2Cl)c1C | 3 | 2 | -4 | 1.7 | -51 | 0 | 14 | 4 | -3
O=C(Nc1ccccc1N1CCOCC1)c1cccnc1Cl | 7 | 1 | 3 | -0.7 | -5 | 5 | -4 | -2 | 0
O=C(Oc1ccc2c(c1)OCO2)c1ccncc1 | 5 | 2 | 7 | -0.2 | 9 | 3 | -33 | 3 | 1
Cc1ccccc1OCCN1C(=O)NC2(CCc3ccccc32)C1=O (stereo not drawn) | 5 | 3 | -10 | 0.3 | -1 | -4 | -15 | 1 | -1
CCN(CC)c1ccc(NC(=O)C2CC(=O)N(Cc3ccccc3)C2)cc1 (stereo not drawn) | 2 | -1 | 0 | 0.4 | -49 | 5 | -27 | 12 | 28
Cc1ccc(Nc2nnc(SCC(=O)Nc3cc(C(=O)O)ccc3C)s2)c(C)c1 | 10 | -2 | 4 | 0.8 | -3 | 7 | -12 | 0 | 13
Cc1cccc(C(=O)N[C@H](C(=O)Nc2nccs2)C(C)C)c1 | 9 | -2 | 2[fluorescence artefact?] | 1.3 | 0 | 4 | -9 | 3 | 2
CCOc1ccc(Cc2nn[nH]n2)cc1 | 11 | 3 | -3 | 0.1 | -6 | 0 | -42 | 0[fluorescence artefact?] | 1
CN(NC(=O)c1ccccc1F)c1nc(C(F)(F)F)nc2ccccc12 | 19 | -7 | -5 | -1.6 | -6 | 5 | -2 | -10 | -19
CCOC(=O)N1CCC(N2CCN(S(=O)(=O)c3ccc4ccccc4c3)CC2)CC1 | 5 | -14 | 70* | -0.2 | -13 | -7 | -11 | -5 | 5
COc1ccc(C(=O)O)cc1N1C(=O)Nc2ccccc2N1O | 14 | -3 | -9 | 0.5 | 28 | 6 | -31 | 6 | 23
O=C(CN1C2=NCCCN2c2ccccc21)c1ccc(Cl)cc1Cl | 10 | 18 | -16[fluorescence artefact?] | -0.7 | -51 | -12 | -4 | 0 | 1
CCN1CCN(Cc2c(C)[nH]c3ccc(OC)cc3c2=O)CC1 | . | -16 | -5 | 0.6 | 16 | . | 5 | 1 | 1
O=C(O)/C=C/c1ccc(O)c(O)c1 | 11&10&8 | -7 | -5 | 3.5 | 15&23&6 | 2 | 17 | 2 | -6
CCOC(=O)/C(C(N)=NCc1ccco1)=C(/O)c1ccccc1 | 6 | -2 | -8 | 0.5 | -7 | -3 | 28 | 13 | 2
Cc1ccc(-c2noc(CSc3nnc(Cc4ccccc4)n3-c3cccc(C)c3)n2)cc1 | 4 | 8 | -5 | -0.9 | -64 | . | 50 | -13 | 1
C/C=C/c1ccc(OCC(=O)NCc2ccccc2OC)c(OC)c1 | 9 | -1 | -15 | 4.5 | 2 | 7 | -10 | -2 | 11
NC(=O)COC(=O)c1cc(S(=O)(=O)N2CCOCC2)ccc1N1CCCCC1 | 11 | -19 | 17[fluorescence artefact?] | 0.6 | -9 | -7 | 18 | -2[fluorescence artefact?] | 1
O=C(NCCC1=CCCCC1)C(=O)NCc1ccncc1 | 5 | 0 | -6 | 1.4 | -26 | 4 | -21 | -1 | 26
COc1cccc(NC(=O)c2nn(-c3ccc(OC)cc3OC)c(=O)c3ccccc23)c1 | 5 | -5 | 4 | -1.5 | 23 | 16 | -44 | 1 | 6
COc1ccccc1N1CCN(CCCCOc2ccc(F)cc2)CC1 | 15 | 8 | 52[fluorescence artefact?] | -0.2 | 5 | 1 | 20 | -2[fluorescence artefact?] | 6
CCN(c1ccccc1)S(=O)(=O)c1cccc(C(=O)O)c1 | 13 | 3 | 17 | 0.1 | 2 | 8 | 1 | -1 | 3
COc1ccc(S(=O)(=O)NC2CCCC2)cc1Br | 9 | 8 | 2 | -0.6 | 9 | 3 | -14 | 3 | 13
O=C(O)c1ccc2ncc(NC(=O)c3ccc(F)cc3)c(=O)n2c1 | 6 | -49 | 4 | -0.3 | -13 | 13 | -13 | 2 | 12
COc1ccc(CC(=O)Nc2ccccc2N2CCCCC2)cc1OC | 8 | -1 | -3 | -0.1 | 15 | -13 | 14 | 8 | -9

In a second layout: 3 of the compounds above
molecule,EP2 antag,Tb hexokinase,14-3-3 Bad inh,L929 necroptosis,EP2 mod,Rad51 HR inh,Calpain2 inh,eIF4E 4G PPI,Hck Nef HTS
Cc1ccc(Nc2nnc(SCC(=O)Nc3cc(C(=O)O)ccc3C)s2)c(C)c1,10,-2,4,0.8,-3,7,-12,0,13
CCOC(=O)c1c(CSc2nc(C)cc(C)c2C#N)n(C)c2cc(Br)c(OC(C)=O)cc12,14,9,-24[fluorescence artefact?],15,-9,.,-54,5,1
O=C(Nc1ccccc1N1CCOCC1)c1cccnc1Cl,7,1,3,-0.7,-5,5,-4,-2,0

The list is partial, so the mix of outcomes need not match the whole.
